HEK cytotox = kills HEK 293 cells. HEK 293 viability, ATP luminescence (CellTiter-Glo), 48-72 h. Potency, µM (doses to about 115 µM), for the others: at the highest dose activity change, negative = cytotoxicity, actives largely listed as inhibitors. 94,000 tested, 6.6% active. AID 1345083; note: potency is the fitted concentration of half-maximal effect; nearly all actives have a fitted effect of over 60% in size
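CellTiter-Glo luminescence (cellular ATP) was read after 48 or 72 hr of compound exposure at 37 degree Celsius. Cells were HEK 293 plated at 250 cells/well.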
SNCA expr inh = inhibitors of alpha-synuclein (SNCA) gene expression. HEK-293 SNCA-luciferase knock-in, luminescence, 24 h. Potency, µM (top dose mostly 57.2 µM), for inactives: top-dose activity change, negative = inhibition, hits mostly inhibitors. 140,000 tested, 0.17% active. AID 1671194;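 note: potency is the fitted concentration of half-maximal effect; plate controls were DMSO cells for no effect and cell-free wells for full effect; nearly all actives have a fitted effect of over 45% in size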
FLuc inh = blocks purified firefly luciferase enzyme activity. P08659. purified P. pyralis luciferase, luminescence, biochemical. Potency, µM (top dose mostly 115 µM), inactives show top-dose activity change, negative = inhibition, most hits filed as inhibitors. 76,000 tested, 2.5% active. AID 1347043; note: potency is the fitted concentration of half-maximal effect; nearly all actives have a fitted effect of over 65% in size
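Cell-free enzyme assay, 10nM P. pyralis luciferase, luciferin and ATP each at 10uM. Inhibition profiled over a 6-point titration, read as luminescence.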
HEK293 viab = cell viability loss counter-screen; 150,000 tested, 0.12% active; HEK-293-SNCA-luc viability, GF-AFC fluorescence, 24 h; Potency, µM (titrated, usually from 57.1 µM), for the others: at the highest dose activity change, negative = cytotoxicity, actives largely listed as cytotoxic;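 note: potency is the fitted concentration of half-maximal effect; 0% = DMSO-treated cells and -100% = medium-only wells without cells; nearly all actives have a fitted effect of over 30% in size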
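Cytotoxicity counterscreen: after 24 h compound treatment of genome-edited SNCA-luciferase HEK-293 cells, live-cell protease substrate GF-AFC read by fluorescence after 30 min; activity scaled between DMSO (0%) and medium-only (-100%), curves Hill-fitted.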
IP6K1 inh = inhibitors of human IP6K1. Q92551. IP6K1 kinase, ADP-Glo luminescence, 2 h; stronger effect = lower value. activity change, % (series mostly up to about 58 µM). 140,000 tested, 0.81% active; in the data active = activity change below about -25%
Target sequence (Q92551 whole entry, looked up): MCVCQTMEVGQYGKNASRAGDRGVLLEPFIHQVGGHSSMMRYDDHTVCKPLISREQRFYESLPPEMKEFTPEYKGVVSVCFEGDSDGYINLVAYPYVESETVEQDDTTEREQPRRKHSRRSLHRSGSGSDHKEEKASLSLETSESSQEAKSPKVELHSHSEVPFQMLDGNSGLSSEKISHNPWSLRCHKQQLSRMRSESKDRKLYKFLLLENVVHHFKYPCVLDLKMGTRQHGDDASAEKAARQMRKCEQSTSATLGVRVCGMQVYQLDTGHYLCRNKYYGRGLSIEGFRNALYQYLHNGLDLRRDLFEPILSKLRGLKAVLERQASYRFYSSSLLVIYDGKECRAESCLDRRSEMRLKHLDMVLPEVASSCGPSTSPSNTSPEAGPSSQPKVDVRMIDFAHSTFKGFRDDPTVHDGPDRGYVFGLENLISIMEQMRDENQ
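ADP-Glo luminescence measures ADP made by human IP6K1 during a 2 h RT reaction with ATP/IP6 (mix at 1.3 mM/130 uM); top library doses 57.5 and 19.1 uM final.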
3T3 cytotox = cytotoxic compounds in NIH 3T3 cells | NIH 3T3 viability, CellTiter-Glo ATP luminescence, 48-72 h | Potency, µM (highest dose often 96.7 µM), for the others: at the highest dose activity change, negative = cytotoxicity, usual class: inhibitors | 94,000 tested, 4.3% active | AID 1345082; note: potency is the fitted concentration of half-maximal effect; nearly all actives have a fitted effect of over 55% in size
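Mouse fibroblast NIH 3T3 cells, 400 per well, received compound via pintool and were incubated for 48 or 72 hr prior to CellTiter-Glo ATP luminescence measurement.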
GPT2 inh = blocks human glutamate pyruvate transaminase 2; 100,000 tested, 0.25% active; Potency, µM (doses to about 57.7 µM), for inactives: at the highest dose activity change, negative = inhibition, usual class: inhibitors; AID 1671188; Q8TD30; Recombinant GPT2, coupled pyruvate oxidase/HRP Amplex Red fluorescence; note: potency is the fitted concentration of half-maximal effect; nearly all actives have a fitted effect of over 60% in size; many of its hits are not listed in these tables
Target sequence (Q8TD30 whole entry, looked up): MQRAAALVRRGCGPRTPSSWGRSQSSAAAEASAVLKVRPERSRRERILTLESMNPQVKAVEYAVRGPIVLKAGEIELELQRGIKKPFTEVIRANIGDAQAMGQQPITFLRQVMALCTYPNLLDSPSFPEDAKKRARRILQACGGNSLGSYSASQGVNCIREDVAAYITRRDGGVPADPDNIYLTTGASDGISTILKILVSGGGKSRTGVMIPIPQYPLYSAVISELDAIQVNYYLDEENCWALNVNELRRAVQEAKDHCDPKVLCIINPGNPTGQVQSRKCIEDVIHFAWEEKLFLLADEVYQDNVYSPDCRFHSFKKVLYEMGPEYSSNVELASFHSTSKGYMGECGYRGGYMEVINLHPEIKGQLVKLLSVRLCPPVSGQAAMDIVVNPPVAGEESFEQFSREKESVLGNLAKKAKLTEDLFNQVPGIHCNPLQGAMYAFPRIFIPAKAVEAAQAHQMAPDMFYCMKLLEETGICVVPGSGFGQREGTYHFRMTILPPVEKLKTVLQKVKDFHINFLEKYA
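Recombinant GPT2 (10ng/uL) with 250uM a-KG and 2mM L-alanine, 30 min at room temperature, in HEPES pH 7.5 buffer. Pyruvate detected by pyruvate oxidase/HRP/Amplex Red fluorescence after 30 min in the dark; AOA (50uM) as positive control.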
Numbers without * were called inactive; i = inactive; ? = inconclusive; · = not tested or not shown; [ ] = remark or other dose. Unless noted, calls come from the whole dose curve; as a rule, active = well fitted curve in the direction sought with a large enough effect; inconclusive = small, poorly fitted or top-dose-only effect, or another doubt; inactive = no such curve, though single readings can be large; an effect the other way counts as inactive or inconclusive. Unless noted, % is set by controls: 0 for no effect and ±100 for the full control effect.

SMILES,HEK cytotox,SNCA expr inh,FLuc inh,HEK293 viab,IP6K1 inh,3T3 cytotox,GPT2 inh
Cn1nc(C(=O)NCc2ccc(F)cc2)c2c1-c1ccccc1SC2,·,12.2%,·,1.3%,-9.4,·,·
Cn1ncc2c(C(=O)NCc3cccnc3)cc(-c3cccc(F)c3)nc21,79.4µM*,·,·,·,3.2,?,·
Cc1cc(C)cc(-c2ccc(CN3CCCC3C(=O)NCc3ccc4c(c3)OCO4)cc2)c1 (configuration not stated),50.1µM*,-16.0%,·,2.2%,-7.7,35.5µM*,4.2%
CNC12CC3C[C@@](C)(C1)C[C@](C)(C3)C2,·,·,·,-6.2%,19.3,·,4.0%
CC(=O)N1CCC(Cc2ccc(C(=O)N(C)C)cc2)CC1,-7.8%,-6.1%,1.3%,-1.8%,-7.3,3.2%,-11.5%
O=C(NC1CC(=O)N(c2ccc(F)cc2)C1)C1CCCC1 (configuration not stated),·,14.5%,·,2.8%,-1.0,·,·
Cn1ncc2c(C(=O)NCc3cccc(Cl)c3)cc(-c3ccc(F)cc3)nc21,35.5µM*,-13.5%,·,?,8.1,?,i
CCc1nncn1C1CCN(S(=O)(=O)c2cc(F)cc(F)c2)CC1,-22.9%,-21.8%,0.3%,-4.5%,-8.3,-17.1%,1.5%
Cc1ncoc1C(=O)N1CCN(C(=O)N2CC3CC(C2)[C@H]2CCCC(=O)N2C3)CC1 (some centres not stated),10.9%,0.2%,11.9%,-5.4%,1.5,i,4.1%
COc1cc(SC)ccc1C(=O)N[C@H]1C[C@@](O)(C(=O)NCCC(N)=O)C[C@@H](O)[C@@H]1O,0.0%,?,-3.2%,-2.6%,-0.4,-1.1%,-7.0%
O=C(NC[C@H]1COCc2nc3cc(C(F)(F)F)ccc3n21)C1CC1,?,0.7%[87.6 µM],-1.8%[172 µM],-0.3%[87.6 µM],-13.3,-24.0%[138 µM],i
O=C(Nc1ccccc1)N1C[C@@H](F)[C@@H](OCc2nc3ccc(F)cc3[nH]2)C1,-6.6%[172 µM],2.6%[87.6 µM],-7.8%[172 µM],-1.1%[87.6 µM],-1.4,-18.3%[138 µM],i
CCCn1ncc(CN2CC[C@H](N3CCN(C)CC3)[C@H](CCC(=O)O)C2)c1C,-22.5%,-21.3%,1.2%,5.1%,4.5,-5.3%,0.6%
O=C(NCC(F)F)c1nc2cccnc2n(C2CCCC2)c1=O,?,-11.5%[87.6 µM],·,7.0%[87.6 µM],12.1,?,0.0%[88.5 µM]
CCCN(CCC)CCCNC(=O)c1sc2nc3n(c(=O)c2c1C)CCC3,·,33.8%[activator],·,-16.0%,5.7,·,·

(cont.)
SMILES,HEK cytotox,SNCA expr inh,FLuc inh,HEK293 viab,IP6K1 inh,3T3 cytotox,GPT2 inh
CNC(=O)[C@@H](c1ccccc1)N1CCC[C@H]1C(=O)N1CCN(C(C)=O)CC1,2.5%[172 µM],9.4%[87.6 µM],0.4%[172 µM],-2.2%[87.6 µM],12.9,i,-6.1%[88.5 µM]
CNC(=O)[C@@H]1C[C@H](Oc2cccnc2)CN1S(=O)(=O)c1ccc(C#N)cc1,i,11.1%,8.0%,6.1%,3.7,i,i
COc1ccc(CN2CCc3nn(CC4CC4)c(=O)n3CC2)c(Cl)c1OC,?,-10.6%,-5.1%,-1.0%,0.7,?,-11.1%
C[S+](=O)([O-])N1CCC(Cn2ccc3c(N4CCOCC4)nc(-c4cccc(C(N)=O)c4)cc32)CC1,-13.8%,30.2%[activator],2.2%,-3.8%,11.6,?,1.5%
O=S(=O)(N[C@H]1CO[C@H]2[C@@H]1OC[C@@H]2n1nnnc1Oc1ccc(-n2ccnc2)cc1)c1ccc2ccccc2c1,?,?,10.3%,-1.4%,-0.7,-26.8%,i
COc1cc(OC)cc(C(=O)N2CCC3(CC2)NC(=O)N(c2cccc(Cl)c2)N3)c1,?,-0.4%,4.2%,-0.1%,4.4,?,?
CC1Oc2ccc(NC(=O)c3ccccc3F)cc2CN(Cc2ccccc2F)C1=O (configuration not stated),?,-16.2%,-3.9%,8.9%,-0.7,?,2.4%
O=C(NC1CC1)c1ccc2nnc(-c3cc(C(F)(F)F)cc(C(F)(F)F)c3)n2c1,?,-3.9%,·,5.5%,8.1,?,-7.6%
CC(=O)c1cccc(NC(=O)CCCSc2nc(-c3ccco3)cc(C(F)(F)F)n2)c1,·,?,·,5.7%,16.1,·,·
N#Cc1cccnc1-c1ccc(C(=O)N2CCC(NC(=O)Nc3ccc(Cl)cc3)CC2)cc1,?,-22.7%,·,-6.3%[12.5 µM],8.6,?,i
Fc1ccc(Cc2noc(-c3nc(-c4ccccc4)no3)n2)cc1,0.1%,32.6%[activator],?,10.4%,6.5,-4.5%,-9.2%
COc1ccc(-c2[nH]nc3ncc(-c4ccccc4F)nc23)cc1F,?,?,6.2%[172 µM],-0.6%[87.6 µM],-4.7,50.1µM*,0.4%[88.5 µM]
CS(=O)(=O)N1CCCN(C(=O)c2ccccc2C2CCNC2)CC1 (configuration not stated),-2.0%,21.3%,-0.4%,-0.4%,-0.4,-0.4%,i
c1cncc(-c2ccnc(NCCc3csc(-c4ccncc4)n3)n2)c1,?,13.9%,-14.3%,5.4%,-5.7,?,1.2%
CCCn1cc(S(=O)(=O)c2ccc(CC)cc2)c(=O)c2ccccc21,·,5.0%,·,?,-2.7,·,·

Part of the list above, with two lines to a compound.
Screens in order: HEK cytotox	SNCA expr inh	FLuc inh	HEK293 viab	IP6K1 inh	3T3 cytotox	GPT2 inh
COc1ccc(-c2[nH]nc3ncc(-c4ccccc4F)nc23)cc1F
 : ?	?	6.2%[172 µM]	-0.6%[87.6 µM]	-4.7	50.1µM*	0.4%[88.5 µM]
CS(=O)(=O)N1CCCN(C(=O)c2ccccc2C2CCNC2)CC1 (configuration not stated)
 : -2.0%	21.3%	-0.4%	-0.4%	-0.4	-0.4%	i

Next part:
SMILES,HEK cytotox,SNCA expr inh,FLuc inh,HEK293 viab,IP6K1 inh,3T3 cytotox,GPT2 inh
CCc1ccc(Sc2cc(C(=O)NC(C)CC)c3ccccc3n2)cc1 (configuration not stated),·,-1.7%,·,3.9%,-13.2,·,·
CCCCC(CC)CNC(=O)CCCCn1c(=O)[nH]c2ccsc2c1=O (configuration not stated),·,21.0%,·,-13.1%,-19.4,·,·
COCCN(Cc1nccs1)C(=O)c1oc2ccc(C)cc2c1C,?,2.7%,13.3%,-18.0%,-15.2,?,?
CCS(=O)(=O)NCC1(COc2ccccc2)C[C@@H](O)[C@@H](O)C1 (some centres not stated),-15.8%[172 µM],13.4%[87.6 µM],-1.9%[172 µM],5.8%[87.6 µM],2.4,-10.1%[174 µM],-19.3%[88.5 µM]
CC(C)(C)C(=O)Nc1nc2c(s1)C[C@@H]1[C@](C)(CO)[C@H](O)CC[C@@]1(C)[C@@H]2CC(=O)NC1CCCC1,-21.4%,?,-7.5%,2.6%,-1.3,-26.1%,-7.3%
Cc1cc(C(=O)Nc2ccc([C@@H](O)[C@H]3COCC(=O)N3CC(C)C)cc2)n(C)n1,?,?,-26.2%[172 µM],4.1%[87.6 µM],-0.4,-32.7%[138 µM],i
COc1ccccc1-c1nnc(C2CCN(C(=O)c3ccc(C)cc3)CC2)o1,·,46.5%[activator],·,-4.8%,16.6,·,·
Cn1c2c(c3ccccc31)CN(C(=O)Nc1cccc(Br)c1)CC2,?,-23.0%,?,3.7%,-1.5,31.6µM*,-25.1%
CN1CCC(NC(=O)C2(C)CCc3cnc(N4CCOCC4)nc32)CC1 (configuration not stated),?,?,1.8%[172 µM],13.0%[87.6 µM],9.0,-9.7%[138 µM],-13.0%[88.5 µM]
CCC(=O)N(C1CCOCC1)C1CCN(S(=O)(=O)c2ccc(Cl)c(C)c2)CC1,?,-20.8%,9.2%,0.1%,9.9,-21.2%,i
CCOc1ccc(NC(=O)NCCCN2CCN(c3ccc(F)cc3)CC2)cc1,·,13.3%,·,1.4%,-5.7,·,·
O=C([C@@H]1C[C@H](F)CN1C(=O)c1ccc(F)cc1)N1CCOCC1,2.3%,4.8%,7.6%,-2.8%,10.4,i,3.8%
CN(C)CCNC(=O)C[C@@H]1CCNC[C@@H]1Cc1cc(CN(C)Cc2ccccc2)on1,-2.6%[172 µM],28.9%[87.6 µM],-1.8%[172 µM],5.7%[87.6 µM],7.3,-3.4%[174 µM],3.4%[88.5 µM]
CCC(=O)N1c2ccc(S(=O)(=O)CCC(=O)NCc3cccc(OC)c3)cc2CC1C (configuration not stated),·,7.8%,·,7.8%,0.7,·,·
COc1cccc(-c2cc(C(=O)Nc3cnn(Cc4ccc(Cl)cc4Cl)c3)no2)c1,·,-2.8%,·,15.4%,-2.2,·,·

The list goes on:
SMILES,HEK cytotox,SNCA expr inh,FLuc inh,HEK293 viab,IP6K1 inh,3T3 cytotox,GPT2 inh
Cc1ccccc1-c1cc(C(=O)NCc2cccnc2)c2c(c1)ncn2C,-24.8%[172 µM],51.9%[activator][87.6 µM],0.1%[172 µM],6.0%[87.6 µM],1.2,?,?
COc1ccccc1CNC(=O)CN1C(=O)CCn2nc(-c3ccccc3)cc21,·,5.4%,·,-15.9%,8.3,·,·
COCc1nncn1C1CCN(C(=O)c2ccc(C)s2)CC1,-4.0%,-5.1%,-4.2%,-4.6%,4.7,1.4%,i
Cc1ccc(OCC(=O)N2CCC(c3noc(-c4ccccn4)n3)C2)cc1 (configuration not stated),14.0%,-0.2%,-4.1%,7.9%,5.3,i,i
C[C@H]1[C@H](C)CC[C@]2(C(=O)O)CC[C@]3(C(=O)O)C(=CCC4[C@@]5(C)CC[C@H](O[C@@H]6O[C@@H](C)[C@H](O)[C@@H](O)[C@H]6O)C(C)(C)C5CC[C@]43C)[C@H]12 (some centres not stated),·,·,·,-13.8%[23.9 µM],6.8,·,?
CC(=O)Nc1ccc2nc(SCCOc3ccccc3)sc2c1,·,48.6%[activator],·,4.9%,-8.1,·,·
O=C(NCc1ccc(F)cc1)N1CCCC(Cn2c(C3CC3)nc3cccnc32)C1 (configuration not stated),?,-12.3%,-0.9%,-12.7%,-5.8,?,i
COc1ccccc1N1CCN(CCCNC(=O)Cn2ncc3c([nH]c4ccccc43)c2=O)CC1,·,?,·,-5.5%,8.8,·,·
O=C(NCCc1ccncc1)C1CN(C(=O)c2ccsc2)CC12CCOCC2 (configuration not stated),-9.0%,-29.8%,-6.5%,?,2.7,-2.3%,i
Cc1n[nH]c(C)c1CCC(=O)NCC1CCN(c2cc(-c3ccccc3)[nH]n2)CC1,10.7%,9.2%,6.1%,7.4%,0.0,-12.6%,1.2%
Cc1ccc(C(=O)N2CCC(C(=O)N3CCC(c4nc5ccncc5[nH]4)C3)CC2)cc1 (configuration not stated),-7.0%,-3.3%,·,8.2%,11.4,3.2%,-1.9%
CCc1ccc(NC(=O)c2ccc(F)c(S(=O)(=O)N3CCC4(CC3)OCCO4)c2)cc1,·,55.4%[activator],·,1.8%,17.7,·,·
COc1ccc(/C=C/C(=O)Nc2ccc(Cl)c(Cl)c2)cc1OC,·,?,·,-16.6%,-14.2,·,·

An unsorted share of the library; about 7.7% have a hit in one of these screens.
